Source: PubChem
SR-BI uptake up = activators of SR-BI mediated DiI-HDL uptake, primary screen, ldlA[mSR-BI] CHO cells, DiI fluorescence. activation, % at 12.5 µM. 3 h; 100 = double the neutral-control signal. 0.096% of 320,000 active. AID 504775, 2011;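 active means mean replicate activation of at least 60% and every replicate at or above 60%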;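 further: 0% = median plate neutral-control signal and 100% = twice that signal; values of inactives mirror those of a sister screen read the other way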
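System: LDL receptor-deficient CHO ldlA cells overexpressing murine SR-BI | Timing: 3 h uptake period with compound, 37 °C | Medium: HEPES-buffered (25 mM, pH 7.4) F12 plus 0.5% BSA | Dosing: Single-point compound dose | Signal: Bottom-read fluorescence, 550/595 nm | Read-out: Retained DiI signal reflecting DiI-HDL uptake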
CAL PDZ FP-1 = CAL PDZ peptide-binding inhibitors, primary screen, biochemical, fluorescence polarization, Cer-tagged CAL PDZ, HTS | Golgi-associated PDZ and coiled-coil motif-containing protein (Homo sapiens), Q9HD26 | purified CAL PDZ, TMR-peptide fluorescence polarization, 1 h | inhibition, % at 20 µM | 0.02% of 330,000 active | AID 504414, 2011;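 active means highest replicate inhibition of at least 40%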;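 further: plate controls were DMSO neutral control wells for no effect and unlabeled competitor peptide control wells for full effect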
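Control set: unlabelled peptide and DMSO controls / Material: purified CerCALP PDZ construct / Timing: 1 h incubation at room temperature before polarization reading / Doses: 20 µM, one dose / Detection: fluorescence polarization (mP)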
Cardiac RTF inh = cardiac RTF calcium sensitivity inhibitors, primary screen, biochemical, IANBD-TnC fluorescence, EC70 calcium; Troponin I, cardiac muscle (Homo sapiens) + Troponin T, cardiac muscle (Homo sapiens) + …; IANBD-labeled cardiac RTF, Ca2+ fluorescence; inhibition, % at 7.15 µM; 0.12% of 340,000 active; AID 493244, 2011;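 active means inhibition above the mean inhibition of all tested compounds plus 3 SD, cut at about 17% in these data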;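 further: assay run at fixed EC70 calcium of 1.6 mM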
CAL PDZ FP-2 = untagged CAL PDZ binding inhibitors, primary screen, biochemical, fluorescence polarization, HTS | 0.92% of 300,000 active | purified CAL PDZ, TMR-peptide fluorescence polarization, 1 h | AID 602252, 2012 | inhibition, % at 24.9 µM | Golgi-associated PDZ and coiled-coil motif-containing protein (Homo sapiens), Q9HD26;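 active means mean inhibition of at least 30% with at least half of replicates also reaching 30%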;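 further: 0% = DMSO neutral control and 100% = excess unlabeled competitor peptide PRC23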
cardiac RTF act = cardiac RTF calcium sensitivity activators, primary screen, biochemical, IANBD-TnC fluorescence, EC20 calcium; Troponin I, cardiac muscle (Homo sapiens) + Troponin T, cardiac muscle (Homo sapiens) + …; IANBD-labeled TnC RTF fluorescence at EC20 calcium; 0% EC20 calcium, 100% full calcium; activation, % at 7.2 µM; 0.24% of 340,000 active; AID 493008, 2010;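 active means activation above the mean over all tested compounds plus 3 SD, cut at about 30% in these data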;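 further: rise in fluorescence read as greater calcium sensitivity of cardiac thin filaments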
C-LANA FP = inhibitors of KSHV C-LANA binding to DNA, primary screen, biochemical, fluorescence polarization, FAM-LBS DNA, MBP-C-LANA, single point. Kaposi's sarcoma herpesvirus LANA C-terminal domain (residues 932-1162) DNA binding. inhibition, % at 9 µM. 0.078% of 340,000 active. AID 504423, 2011;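 active means highest replicate inhibition at or above 60% at 9 µM, even if other replicates fall short; inactive means all replicates below 60% inhibition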;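 further: 0% = neutral control wells and 100% = 4 µM acridine orange control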
Keap1 Nrf2 FP = Keap1-Nrf2 protein-protein interaction inhibitors, primary screen, biochemical, fluorescence polarization, single point | Kelch-like ECH-associated protein 1 (Homo sapiens), Q14145 | Keap1 Kelch-Nrf2 peptide fluorescence polarization, 1536-well | inhibition, % at 9.4 µM | 0.15% of 340,000 active | AID 504523, 2011; in the data active means inhibition above about 12%;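 further: human Keap1 Kelch domain with fluorescein labeled Nrf2 9mer peptide probe; 0% = neutral control wells and 100% = peptide positive control; higher means more block of Keap1 binding to Nrf2 peptide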
Target sequence (Q14145 whole entry, looked up, the tested form may be a part): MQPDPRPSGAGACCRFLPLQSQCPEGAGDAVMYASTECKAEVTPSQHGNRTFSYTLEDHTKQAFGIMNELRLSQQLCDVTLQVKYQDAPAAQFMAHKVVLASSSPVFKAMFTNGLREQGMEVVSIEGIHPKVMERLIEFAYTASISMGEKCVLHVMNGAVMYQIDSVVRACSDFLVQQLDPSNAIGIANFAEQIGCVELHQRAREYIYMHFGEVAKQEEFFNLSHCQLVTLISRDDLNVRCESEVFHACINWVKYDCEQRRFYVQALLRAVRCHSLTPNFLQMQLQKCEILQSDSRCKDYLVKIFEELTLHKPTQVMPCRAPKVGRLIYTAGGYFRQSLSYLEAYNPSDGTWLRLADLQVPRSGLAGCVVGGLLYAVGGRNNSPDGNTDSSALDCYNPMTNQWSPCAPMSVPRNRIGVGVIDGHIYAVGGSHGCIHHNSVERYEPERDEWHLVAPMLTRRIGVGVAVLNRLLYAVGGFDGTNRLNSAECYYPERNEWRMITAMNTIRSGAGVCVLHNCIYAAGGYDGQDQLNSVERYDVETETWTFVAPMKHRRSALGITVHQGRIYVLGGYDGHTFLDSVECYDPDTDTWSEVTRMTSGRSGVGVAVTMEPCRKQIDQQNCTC
PKA-R2B activ = activators of PKA-R2B holoenzyme, primary screen, biochemical, fluorescence polarization, Cy5-IP20, human; cAMP-dependent protein kinase catalytic subunit beta (Homo sapiens) + cAMP-dependent …; PKA-R2B holoenzyme dissociation; R2B truncated from residue 108, S112A mutant; 0% DMSO only, 100% 113 µM cGMP; activation, % at 11.4 µM; 0.079% of 340,000 active; AID 504700, 2011;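 active means activation above a cutoff set at the mean over all compounds plus 3 SD, cut at about 18% in these data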;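 further: higher means more holoenzyme dissociation and a rise in polarization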
Rtt109 Vps75 = inhibitors of C. albicans Rtt109/Vps75 HAT, primary screen, biochemical, ThioGlo CoA-SH fluorescence, plate reader. Histone acetyltransferase RTT109 (Candida albicans (strain SC5314 / ATCC MYA-2876)), …. purified Rtt109/Vps75, 4 h. inhibition, % at 34.9 µM. 0.16% of 330,000 active. AID 540336, 2011;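 active means inhibition of at least 50% in every replicate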
Target sequence (Q5AAJ8 whole entry, looked up): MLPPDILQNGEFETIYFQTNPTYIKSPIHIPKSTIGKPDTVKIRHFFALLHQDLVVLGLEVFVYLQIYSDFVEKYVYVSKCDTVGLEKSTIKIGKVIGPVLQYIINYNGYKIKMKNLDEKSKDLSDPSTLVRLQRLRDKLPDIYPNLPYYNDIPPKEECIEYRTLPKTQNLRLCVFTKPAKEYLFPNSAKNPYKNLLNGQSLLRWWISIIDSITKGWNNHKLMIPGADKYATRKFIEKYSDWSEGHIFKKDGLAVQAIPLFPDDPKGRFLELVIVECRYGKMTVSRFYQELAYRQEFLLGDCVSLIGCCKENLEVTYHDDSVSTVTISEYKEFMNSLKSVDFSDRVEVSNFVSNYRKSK
DAGLB inhibitor = DAGLB lipase inhibitors, primary screen, biochemical, fluorescence, HTS | HEK293T DAGLB membrane lysate, EnzChek fluorogenic substrate | Diacylglycerol lipase-beta (Homo sapiens), Q8NCG7 | AID 504411, 2011 | 0.059% of 340,000 active | inhibition, % at 5.17 µM; in the data active means inhibition above about 34%;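 further: 0% = enzyme with vehicle and 100% = wells lacking enzyme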
* = called active by the depositor; i = inactive; . = no result given. Compounds as they come, and some 1.6% of all compounds hit somewhere here.

no.	molecule	SR-BI uptake up	CAL PDZ FP-1	Cardiac RTF inh	CAL PDZ FP-2	cardiac RTF act	C-LANA FP	Keap1 Nrf2 FP	PKA-R2B activ	Rtt109 Vps75	DAGLB inhibitor
1	COc1ccc(N2CCN(C(=O)COCC(=O)O)CC2)cc1	17	-1.1	-10	.	7	0.1	2	7	-2	-1
2	CC(=O)Nc1ccc(S(=O)(=O)NCCC(=O)OCC(=O)N2CCN(C(=O)c3ccco3)CC2)cc1	2	-1.5	-7	-2	0	1.6	0	-4	16	1
3	O=C1CC(N2CCN(c3cccc(C(F)(F)F)c3)CC2)C(=O)N1c1ccc(F)cc1 (stereo not given)	-3	0.6	-4	-4	-3	-0.4	1	8	-6	-4
4	Cc1ccccc1NC(=O)c1ccc(-c2ccc(Cl)cc2Cl)o1	-10	-8.8	-4	-2	4	-2.1	-1	10	5	-20
5	Fc1ccc(-c2nnc3n2CCCCC3)cc1	30	0.7	.	3	.	-0.9	-2	.	-13	.
6	CCN(CC)CCCN(Cc1cc2cc(OC)c(OC)cc2[nH]c1=O)C(=O)Nc1ccccc1	10	-0.6	-5	.	6	-2.7	-3	-8	3	0
7	O=S(=O)(NN=Cc1ccc(O)cc1O)c1cc(Cl)c(Cl)cc1Cl	15	-0.5	3	3	-5	1.7	-3	-7	12	3
8	CCc1nn(C(CC)C(=O)NCCCN2CC(C)CC(C)C2)c(=O)c2cc3oc(C)cc3n12 (stereo not given)	-10	-2.0	-6	10	9	.	0	3	34	2
9	NS(=O)(=O)c1ccc(NC(=O)c2ccc(CNS(=O)(=O)c3cc(C(F)(F)F)ccc3Cl)cc2)cc1	.	-2.8	-8	1	-5	-0.7	-3	-22	-4	-2
10	CCCCCCCCCCCCN1[C@@H](CC(=O)OC)c2cc(F)cc(F)c2S1(=O)=O	-23	0.0	4	-3	-4	-0.4	-6	1	-5	-11
11	N#C/C(=C\c1coc2ccc(O)cc2c1=O)C(=O)Nc1nc2ccccc2s1	-49	-0.4	i	-3	313*	-1.2	-111	-4	29	-95
12	COc1ccc(CNCCC(c2ccccc2)c2ccc(OC(C)C)cc2)cc1OC (stereo not given)	8	-2.0	5	-10	-6	-1.3	-4	0	-3	3
13	CC(C)(C)NC(=O)c1ccc2c(c1)C1C3CCC(C3)C1C(c1ccccc1)N2 (stereo not given)	-26	-0.1	-8	0	7	-0.3	2	-1	1	-6
14	COc1ccccc1CNS(=O)(=O)c1c(C(=O)N2CCCCCC2)c(C)n(C)c1C	14	-2.2	-5	0	3	0.7	0	12	-6	-4
15	O=C(COC(=O)[C@@H]1CC(O)CN1S(=O)(=O)c1ccccc1[N+](=O)[O-])c1ccccc1 (stereo not given in full)	11	-1.6	-11	.	6	0.6	-2	-3	-1	-4
16	CCOc1ccccc1NC(=O)COC(=O)c1cccc(-c2ccc(OC(C)=O)cc2)c1	-33	-0.3	-7	4	6	0.3	1	-13	5	-3
17	CCOC(=O)Nc1ccc(OC(=O)Oc2ccc(NC(=O)OCC)cc2)cc1	5	-0.3	-10	0	1	1.8	0	-7	-6	-4
18	CCCn1c(=O)c2[nH]c(C3CCCC3)nc2n(CCC)c1=O	14	-1.6	-2	-6	1	2.1	2	2	-3	0
19	O=C(CSc1nc2ccccc2o1)Nc1nc(-c2ccccc2)c(-c2ccccc2)s1	-22	-0.9	4	-4	-2	-1.9	-1	-5	6	-2
20	CCCCC1OC23CCCCC2C(C#N)(C#N)C1(C#N)C(=N)O3 (stereo not given)	35	-0.4	-32	6	46*	45	24*	-10	-1	-1
21	CCOC(=O)/C(=N/Nc1ccccc1)Sc1nnc(CCc2ccccc2)n1-c1ccccc1	22	-2.7	3	-3	-7	-0.5	6	-8	4	-2
22	CC(C(=O)Nc1ncc2c(n1)CC(C)(C)CC2=O)N1C(=O)c2ccccc2C1=O (stereo not given)	16	.	3	-2	-1	-0.8	0	10	14	-2
23	O=C(NNC(=S)Nc1cccc(C(F)(F)F)c1)c1ccccc1Cl	10	0.1	7	-11	-3	-3.6	6	7	3	5
24	Cc1ccc(C(=O)Nc2ccccc2C(=O)NCc2ccccc2)cc1	-19	-3.4	-7	-2	-9	1.4	2	5	-1	-11
25	COc1ccc(C(=O)Nc2oc(-c3ccccc3)c(-c3ccccc3)c2C#N)cc1	-83	-1.3	3	-1	-5	-0.3	-5	-2	3	-2
26	N#Cc1c(F)cccc1NCc1cccnc1	-10	-1.0	4	-1	-3	1.0	-7	-5	-7	0
27	Cc1ccc(N2C(=O)/C(=C/c3cccnc3)SC2=S)cc1	17	0.8	-1	-4	-1	0.5	0	-14	-4	-7
28	COc1ccccc1NC(=O)c1ccc2c(c1)N(CC(=O)NC(C)C)C(=O)C(C)(C)O2	.	-3.1	-2	-1	-3	0.4	0	3	-21	1
29	COc1ccc(C(=O)Nc2nnc(Cc3ccc(OC)c(OC)c3)s2)cc1	-8	-9.3	-2	-4	-5	0.7	2	2	8	0
30	COc1ccccc1NS(=O)(=O)c1cc(NC(=O)c2ccco2)ccc1N1CCOCC1	18	-3.8	5	-2	-4	0.1	-6	-10	15	-1
31	CC(C)Oc1ccc(C2CC(=O)N(C)C2=O)cc1 (stereo not given)	14	-0.7	-8	6	-6	0.2	-2	0	0	-4
32	O=C(O)Cc1ccc(S(=O)(=O)Nc2ccccc2C(=O)O)cc1	.	-3.7	7	-1	1	1.2	0	-9	4	1
33	Cc1ccc(OCCCC(=O)Nc2ccc3c(c2)OCO3)cc1	12	0.2	0	4	2	2.0	3	-2	4	-10
34	COc1ccc2nc(SCC(=O)N(C)CC(=O)Nc3ccc(F)cc3)[nH]c2c1	-11	-1.1	-7	0	-4	1.6	-1	4	1	2
35	CC(=O)C1=C(C)NC(SCC(=O)c2cc(Cl)ccc2Cl)=C(C#N)C1c1ccco1 (stereo not given)	-22	-2.6	-17	-1	8	-2.3	2	-1	24	2
36	COCCSc1nnc(NC(=O)COc2ccc3c(c2)OCO3)s1	.	-2.1	-16	-2	-2	-0.7	-4	0	2	0
37	N#Cc1c(NC(=O)c2cc([N+](=O)[O-])ccc2N2CCOCC2)sc2c1CCCC2	-65	0.1	-3	2	1	2.4	0	-9	-2	0
38	CC1(C)Oc2ccc(C(=O)NC3CCCC3)cc2N(CC(=O)N2CCOCC2)C1=O	8	-0.2	1	0	-2	-1.1	1	-2	0	3
39	Cc1cccc(-c2noc(CCCC(=O)N3CCOCC3)n2)c1	-12	-2.1	-9	.	2	1.2	-8	-3	-4	0
40	CCOC(=O)c1cc2n(c1/N=C/N(C)C)-c1ccccc1C2=O	-38	-2.3	-9	2	6	33	5	-4	-2	0
41	CCCc1ccc(OCc2ccc(C(=O)N/N=C/c3cccc([N+](=O)[O-])c3)o2)c(OC)c1	-46	-0.9	-6	-3	3	1.8	-5	4	-5	-3
42	CCOC(=O)CSc1nnc([C@H](CC(C)C)NC(=O)OC(C)(C)C)o1	6	-1.1	-10	-3	2	-0.5	1	8	-4	-2
43	CSc1cccc(NC(=O)CSc2ccc(Cl)cc2)c1	6	-1.4	-5	-2	-11	0.0	-3	3	1	1
44	CCN(CC)c1ccc(S(=O)(=O)N2CCCCC2)cc1NC(=O)CN1C(=O)NC2(CCCC2)C1=O	32	-1.7	-3	-2	-3	1.1	-3	-7	34	-2
45	O=c1c2ccccc2nc(SCc2ccccc2Cl)n1Cc1ccccc1	-3	-0.7	2	-6	-5	3.4	1	-5	-13	-17
46	COc1ccc(Nc2ccc3ccccc3c2)cc1	-31	-2.5	-8	2	-4	1.2	-2	6	-2	4
47	CCOC1(OCC)N=C(N)C2(C#N)C(c3ccc(NC(C)=O)cc3)C12C#N (stereo not given)	38	0.0	-16	-1	6	1.1	0	-7	7	-3
48	CCC(=O)N=C1SC2CS(=O)(=O)CC2N1c1cccc(OC)c1 (stereo not given)	20	0.1	5	12	-2	-0.3	1	2	-6	3
49	CCOC(=O)c1ccc(CNC(=O)c2cc(C(C)(C)C)oc2C)o1	11	-3.1	3	1	-1	1.5	-6	-16	.	-6
50	Cc1ccc(C2c3[nH]c4ccccc4c3C[C@H]3C(=O)N(c4ccccc4C(=O)N4CCC(C(=O)O)CC4)C(=O)N23)cc1 (stereo not given in full)	-3	0.2	0	0	3	1.8	-8	-10	3	6
51	NC(=O)c1ccsc1NC(=O)CSc1nnc(NC2CC2)s1	6	-1.5	2	-7	-6	-2.1	7	2	-5	2
52	CC(C)NC(=O)N(Cc1ccccc1)Cc1cccs1	10	-0.9	0	.	-6	0.7	0	-10	4	-3
53	CC(C)(C)C(=O)CN1C2=NCCCN2c2ccccc21	42	0.1	-4	-1	0	-2.8	3	-1	2	-1
54	O=C(Cc1ccc(-c2ccccc2)cc1)NC(c1ccccc1)c1ccccc1	-35	-0.8	4	-2	2	2.3	-4	-8	-2	-8
55	COc1cc(SC)ccc1C(=O)Nc1ccc2ncccc2c1	-4	-5.4	-5	-7	-7	-1.3	-4	0	-3	-3
56	Cc1ccc(-c2nnc(OCCN3CCOCC3)c3ccccc23)cc1	-28	-2.0	1	-2	2	-1.6	-3	-5	8	-1
57	CCCCN(C)CCn1c(=S)[nH]c2ncccc2c1=O	37	-1.7	0	-1	-2	0.1	-1	-7	.	-2
58	Cc1ccc(NC(=O)c2ocnc2C)cc1Cl	4	-0.5	-6	.	-1	1.6	-3	-5	3	-2
59	Cc1ccc(NC(=O)CC2Oc3ccccc3NC2=O)c(C)c1 (stereo not given)	-14	-1.0	-1	7	-4	-0.6	1	-5	21	0
